hcGAS lum = Primary biochemical luminescence assay for human cyclic GMP-AMP synthase inhibitors. recombinant h-cGAS, ATP depletion, Kinase-Glo luminescence. AID 1259398, 2018. inhibition, % at 12.5 µM. hit rate 0.081% among 290,000;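 note: 0% = vehicle reaction and 100% = reaction without DNA for no activity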
Target sequence (Q8N884 whole entry, looked up): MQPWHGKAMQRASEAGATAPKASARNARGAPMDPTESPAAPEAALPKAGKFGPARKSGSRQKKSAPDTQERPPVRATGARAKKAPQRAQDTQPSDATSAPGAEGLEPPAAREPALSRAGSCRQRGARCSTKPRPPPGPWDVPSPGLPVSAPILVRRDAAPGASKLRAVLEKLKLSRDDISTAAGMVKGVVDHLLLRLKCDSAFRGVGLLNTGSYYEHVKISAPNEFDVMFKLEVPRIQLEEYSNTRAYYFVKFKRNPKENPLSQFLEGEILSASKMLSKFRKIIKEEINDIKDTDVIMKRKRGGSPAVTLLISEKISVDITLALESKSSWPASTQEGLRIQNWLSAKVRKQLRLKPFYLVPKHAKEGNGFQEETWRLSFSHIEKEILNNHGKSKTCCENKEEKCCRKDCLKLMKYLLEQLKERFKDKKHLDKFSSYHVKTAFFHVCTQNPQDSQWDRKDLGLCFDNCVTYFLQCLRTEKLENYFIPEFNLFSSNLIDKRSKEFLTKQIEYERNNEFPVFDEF
mcGAS lum = cyclic GMP-AMP synthase inhibitors, mouse, primary biochemical chemiluminescence; Q8C6L5; recombinant cGAS, Kinase-Glo ATP depletion luminescence; inhibition, % at 12.5 µM; hit rate 0.15% among 160,000;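 note: 0% = negative control wells and 100% = reference inhibitor with no enzyme activity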
NPYLR7 ag = agonists of mosquito NPYLR7 receptor, primary screen, cell-based, Aedes aegypti, calcium fluorescence, mosquito biting behavior. Aedes aegypti neuropeptide Y-like receptor 7 (NPYLR7). HEK293T NPYLR7/Galpha15, GCaMP6s calcium fluorescence. activation, % at 10 µM. hit rate 0.15% among 270,000; in the data active = activation above about 40%;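 note: 0% = vehicle and 100% = reference agonist at the receptor; some compounds past the cut are filed as inactive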
An asterisk follows results filed as active; . = not tested or not shown; & = joins results of further samples. Cut-off read from the data, not from the text of the source, unless noted: active = inhibition above about 40%; inactive = the rest.

SMILES | hcGAS lum | mcGAS lum | NPYLR7 ag
C(=N/NC1=NC2(CCCCC2)Cc2ccccc21)/c1ccncc1 | 2 | -5 | -7
Cc1cc(C)c2c(c1)NC(=O)C2CC(=O)NCCc1ncccc1C (stereo not given) | -3 | . | 6
CN(Cc1nc2ccccc2[nH]1)C(=O)CCCCN1Cc2ccccc2C1=O | -2 | 2 | -8
OCC1(CO)COC(c2ccccc2)=N1 | -9 | . | -4
COc1ccccc1CN1CCC(CN(CC(C)C)C(=O)c2cc(C)n(C)n2)CC1 | -2 | -2 | .
CC(C)c1cnc(N2C[C@H]3CN(C(=O)C4CCCC4)C[C@@]3(C(=O)O)C2)nc1 | -12 | -6 | .
O=C(c1cc2ccccc2[nH]1)N(CC(F)F)C1CC1 | -9 | . | -21
CCCOc1cc(S(=O)(=O)NCc2ccc3c(c2)OCO3)ccc1Br | -6 | -8 | -4
COCCN(CC(=O)N(CCc1ccc(OC)c(OC)c1)Cc1cccs1)C(=O)Nc1ccc(Cl)cc1Cl | -2 | -4 | 21
CCCCCN=C(NC(=O)c1ccco1)OCCC | -9 | -5 | 22
CCCCc1ncc(-c2nccn2C(C)Cn2cccn2)[nH]1 (stereo not given) | 2 | . | 12
CCNC(=O)N(CCN(C)C)Cc1csc(COc2cccc(C)c2)n1 | -2 | -3 | 18
Cn1nnc2c(=O)n(Cc3ccccc3)cnc21 | -4 | . | 3
CC(C)(C)n1nc(-c2cccc3ccccc23)c2c(N)ncnc21 | -4 | . | 12
O=C(CC1=CCCCC1)N1CCc2c(cc(-c3cccc(F)c3)c(=O)n2CCN2CCCCC2)C1 | -3 | -15 | 6
C/C(CC(=O)Nc1cccc(Cl)c1C)=N/NC(=O)c1ccc([N+](=O)[O-])cc1Cl | -6 | . | 1
COC(=O)COc1c(C)cc(C(=O)O)cc1C | -12 | . | 7
CC1(C(=O)Nc2ccccc2Br)CCN1C(=O)Cc1ccccc1Cl (stereo not given) | -7 | -4 | 6
COc1ccc(C(=O)OCC(=O)n2c(C)c(C)c3ccccc32)cc1 | -1 | . | -2
COc1cccnc1C(=O)N(C)Cc1ccccc1-n1cccn1 | 1 | . | 11
CC1CC(=O)Nc2c1c(NC(=O)C1CC1)nn2C (stereo not given) | 0 | -7 | -18
O=C(c1cc(F)cc2c1OCOC2)N1CCOC(COc2ccc3c(c2)CCCC3)C1 (stereo not given) | -6 | . | 26
COc1ccc(Br)cc1-c1nc(C(N)=O)c2[nH]c(=O)n(-c3cccc(C)c3)c2n1 | -6 | . | -3
CCCC(=O)Nc1cccc(C(=O)NCc2ccccc2-n2cccn2)c1 | -7 | -10 | -1
COc1ccc(S(=O)(=O)NC(=O)C2(C)CCN2C(=O)Cc2cc(F)ccc2F)cc1 (stereo not given) | -11 | . | 2

The closing 2 entries of the section before are carried over, then new ones follow.
SMILES | hcGAS lum | mcGAS lum | NPYLR7 ag
CCCC(=O)Nc1cccc(C(=O)NCc2ccccc2-n2cccn2)c1 | -7 | -10 | -1
COc1ccc(S(=O)(=O)NC(=O)C2(C)CCN2C(=O)Cc2cc(F)ccc2F)cc1 (stereo not given) | -11 | . | 2
C=CCn1c(=C(C#N)C(=O)C(C)(C)C)sc(=Cc2ccc(F)cc2)c1=O | -9 | . | 13
CC(=O)NCCC1CCCCN1Cc1ccccc1-c1ccccc1 (stereo not given) | -3 | -16 | 0
COCCN1CCCC[C@]2(C[C@H](CO)[C@H](c3ccco3)N2C(=O)C2CCCC2)C1=O | -3 | -7 | 5
Nc1ccnn1Cc1ccc(Cl)cc1Cl | -6 | -4 | 0
C=CCNC(=O)NC1CCN(c2ccccc2C(=O)N2CCN(C3CCCCCC3)CC2)CC1 | -4 | -6 | 25
COc1ccc(NC(=O)CCC2CCCN(Cc3ccc4nsnc4c3)C2)cc1Cl (stereo not given) | -12 | -10 | 3
CC[C@H](C)C(=O)O[C@H]1CCC=C2C=C[C@H](C)C(CCC3C[C@@H](O)CC(=O)O3)[C@H]21 (stereo not given in full) | 3 | 1 | -11
CNC(=O)N1C[C@@H](CN(C)C)[C@H](NS(=O)(=O)c2c(C)noc2C)C1 | -12 | -6 | .
Cc1ccc(NC(=O)Cn2nc3ccc(SC(C)(C)C)nn3c2=O)cc1C | -5 | -8 | .
C=Cc1ccc(Cn2c(C)c(C(=O)Nc3ccc(OC)cc3)sc2=O)cc1 | -6 | . | 11
CCOC(=O)Cc1cc(=O)[nH]c(N=C(NC(=O)c2ccccc2)Nc2ccccc2C(F)(F)F)n1 | -8 | -7 | -2
CCOc1ccc(-c2cnc(-c3nccn3CC)[nH]2)cc1OCC | -8 | -14 | 1
CC(C)C(NS(=O)(=O)c1cc(F)cc(F)c1)c1cccs1 (stereo not given) | -1&-11 | -13 | 5&8
O=C1N(Cc2ccc(F)c(F)c2)c2ccccc2C12NCCS2 (stereo not given) | 1 | . | 26
C[C@@H](NC(=O)C1(N(C)CCc2ccccc2)Cc2ccccc2C1)C(N)=O | -5 | . | 4
c1ccc2oc(NC3=NCN(C4CCCCCC4)CN3)nc2c1 | 1 | . | 9
COc1ccc(C(=O)COC(=O)c2c3c(nc4ccccc24)CCCC3)cc1 | 5 | . | 0
O=C1CCCCC(=O)N(c2ccccc2)c2ccccc21 | 2 | -2 | -8
CN(C)c1ccc(NC(=O)C2CC2)cc1CN(CC1CC1)C(=O)c1cccs1 | -5 | -6 | 27
O=C(O)c1coc(COc2cccc3cccnc23)n1 | -7 | . | 15
CC(=O)NCc1ccc(-c2csc(NC(=O)CN3C(=O)C(C)Oc4ccccc43)n2)cc1 (stereo not given) | 1 | . | 11
O=C(c1ccc(CSc2nnc(Cc3ccccc3)n2-c2ccccc2F)cc1)N1CCN(c2ccccc2F)CC1 | -3 | 1 | -5
CCOc1c(I)cc(C(=O)O)cc1OC | -6 | . | 9
CCc1cc(N2CCN(c3ccccc3Cl)CC2)nc(SCc2cccc(C(=O)NCc3ccco3)c2)n1 | -4 | -1 | 1
CC1(C(=O)NCc2ccc3c(c2)OCO3)CCN1Cc1ccc2ccccc2c1 (stereo not given) | 0 | -1 | -3
SMILES | hcGAS lum | mcGAS lum | NPYLR7 ag
Cc1ccc(C)c(CS(=O)(=O)c2ncccc2Cl)c1 | -8 | -16 | 7
CC(C)COc1ccccc1CN(C)C(=O)c1ccncc1 | -4 | -12 | 2
COC(=O)CCN1C(=O)c2cccc([N+](=O)[O-])c2C1=O | -10 | -6 | -8
O=C(CSc1ccncc1)N1CCCC(c2ccccc2)C1 (stereo not given) | -5 | -9 | 1
CC(C)C(NC1CCOCC1)C(=O)Nc1ccc2oc(=O)n(C)c2c1 (stereo not given) | -12 | . | 0
CCNC(=O)N(CC(=O)Nc1c(-c2ccccc2)c(C)nn1-c1ccc(C)cc1)C(C)C | -4 | -6 | 1
CC(=O)N1CCc2c(nc(-c3ccccn3)nc2NCc2cnc(C)cn2)C1 | -6 | . | 6
COc1cccc(C(=O)N2CCc3cc(OC)c(OC)cc3C2c2ccccc2Cl)c1 (stereo not given) | -6 | -6 | 18
Cc1ncoc1C(=O)NCc1cccnc1N1CCN(c2ccccn2)CC1 | -4 | . | 4
COc1ccc(NC(=O)CCc2sc(C)nc2-c2cccs2)cc1OC | -9 | -8 | .
CC(=O)Nc1ccc(C(=O)N2CCN(Cc3cc(=O)c(OCc4ccc(C(C)(C)C)cc4)co3)CC2)cc1 | -3 | -5 | -2
COc1ccc(NC(=O)C2(C)CCN2C(=O)C(C)C)cc1F (stereo not given) | -13 | -7 | 6
Nn1ccc2nc3ccn(CCC4=CCCCC4)c(=O)c3cc2c1=O | 1 | . | -5
Cc1cccc(-n2nc3c(c2NC(=O)c2ccccc2)CS(=O)(=O)C3)c1C | -4 | . | 1
COc1ccccc1N1CCN(CC(O)COc2cccc3ccccc23)CC1 (stereo not given) | -6&-7&7&0 | -5 | -11&7&-10&2
Cc1onc(-c2c(Cl)cccc2Cl)c1C(=O)NC1CCN(Cc2ccccc2)CC1 | -5 | . | 6
CCNS(=O)(=O)c1ccc(NC(=O)c2nc3nc(C)cc(C(F)F)n3n2)cc1 | -6 | . | -2
O=C(NCCc1ccc(C(F)(F)F)cc1)NCCc1cccs1 | -1 | . | 9
Cc1ccc(NC(=O)N2CCC3(CC2)NC(C(=O)NCCc2ccc(Cl)cc2Cl)CS3)cc1C (stereo not given) | -10 | -5 | -2
O=C(c1ccc(F)cn1)N1CCOc2c(O)cc(-c3cccc(Cl)c3)cc2C1 | -2 | -16 | 6
c1ccc2c(c1)CC(CNCc1ccsc1)(N1CCCCC1)C2 | -3 | . | 0
Cc1cc(Cl)ccc1N1CCN(C(=O)C(C)C)C(C)C1=O (stereo not given) | -5 | -5 | 4
CCCCOCCOCC(=O)N1CCN(Cc2cccc(-c3noc(CC(C)C)n3)c2)CC1 | -9 | -8 | 2
Cc1noc(C)c1C(=O)N1CCC1(C)C(=O)NCc1ccc(Cl)cc1 (stereo not given) | -5 | -4 | -5
CCCCN(C)c1c(C)nc2ccc(C(=O)N(CC)CCN(C)C)cn12 | -6 | -2 | -5
SMILES | hcGAS lum | mcGAS lum | NPYLR7 ag
COc1ccc(C(=O)NC2CC2)cc1OC1CCN(Cc2cc(CC(C)C)n[nH]2)CC1 | -7&4 | . | 5&-1
CC(C)(C#N)C(=O)Nc1cc(-c2ccccc2F)no1 | 0 | . | -9
CCC(C)(C)c1ccc(OCCCC(=O)Nn2cnnc2)c(C(C)(C)CC)c1 | -1 | -5 | -10
COc1cc(OC)cc(-c2ccc(OC)nn2)c1 | -4 | -16 | 9
O=C(Nc1ccc(-n2cnnn2)cc1)C1CC1 | -7 | . | 7
CCC(NC(=O)c1csc(CCc2ccccc2)n1)C1CCOC1 (stereo not given) | -6 | . | -1
Cc1nn(C)c(Oc2ccc(Cl)cc2)c1C1CC(=O)Nc2[nH]ncc21 (stereo not given) | -12 | . | 9
c1ccc(Cn2c(CSc3nc4ccccc4n3Cc3ccccc3)nc3ccccc32)cc1 | -3 | . | -3
Cc1cc(O)c(CN(C)C(C2CC2)C2CC2)cc1C | -6 | -17 | -2
COc1ccc(CCn2c(-c3c(OC)ccc4ccccc34)nc3cc(Cl)ccc3c2=O)cc1 | -6 | -6 | 4
O=C(c1ccc(Cl)cc1OC1CCN(CC2CC=CCC2)CC1)N1CCCCC1 (stereo not given) | -4 | -11 | -1
Cc1ccc(NC(=O)C2(C)CCCN2CC(C)C)cc1C (stereo not given) | -15 | -7 | 7
CCOc1cc(-c2nnc(NC(=O)C3=COCCO3)o2)cc(OCC)c1OCC | -3 | . | 7
COC(=O)c1ccc(CSc2nc3c(cnn3-c3ccccc3OC)c(=O)[nH]2)o1 | -1 | -7 | 0
COc1ccc(S(=O)(=O)N(CC(=O)Nc2ccccc2)c2ccc(C)cc2)cc1OC | -1 | 0 | 10
O=C1Nc2ccc(Br)cc2C12Nc1ccccc1CO2 (stereo not given) | -1 | . | 7
CC1(C)CC(NC2=NCCCCC2)CC(C)(C)N1 | -6 | . | 3
CCN(C)Cc1ccc(-c2nc(-c3cccnc3)cc(=O)[nH]2)cc1 | -4 | -18 | 3
Cc1cc(C)n(CCC(=O)N2CCCC(CCC(=O)N(C)CCc3ccccn3)C2)n1 (stereo not given) | -3 | . | 10
OC1(CN2CCN(CCc3ccccn3)CC2)CCCNC1 (stereo not given) | -9 | -6 | .
CC(=O)c1ccc(CN2CCC(C(O)CC(C)C)CC2)cc1 (stereo not given) | -1 | -13 | 2
Cc1cc(C(=O)N2CCC(n3nccc3NC(=O)CCCc3ccccc3)CC2)n(C)n1 | 7 | -2 | -6

16 successive entries already listed, for reference:
SMILES | hcGAS lum | mcGAS lum | NPYLR7 ag
COc1cc(OC)cc(-c2ccc(OC)nn2)c1 | -4 | -16 | 9
O=C(Nc1ccc(-n2cnnn2)cc1)C1CC1 | -7 | . | 7
CCC(NC(=O)c1csc(CCc2ccccc2)n1)C1CCOC1 (stereo not given) | -6 | . | -1
Cc1nn(C)c(Oc2ccc(Cl)cc2)c1C1CC(=O)Nc2[nH]ncc21 (stereo not given) | -12 | . | 9
c1ccc(Cn2c(CSc3nc4ccccc4n3Cc3ccccc3)nc3ccccc32)cc1 | -3 | . | -3
Cc1cc(O)c(CN(C)C(C2CC2)C2CC2)cc1C | -6 | -17 | -2
COc1ccc(CCn2c(-c3c(OC)ccc4ccccc34)nc3cc(Cl)ccc3c2=O)cc1 | -6 | -6 | 4
O=C(c1ccc(Cl)cc1OC1CCN(CC2CC=CCC2)CC1)N1CCCCC1 (stereo not given) | -4 | -11 | -1
Cc1ccc(NC(=O)C2(C)CCCN2CC(C)C)cc1C (stereo not given) | -15 | -7 | 7
CCOc1cc(-c2nnc(NC(=O)C3=COCCO3)o2)cc(OCC)c1OCC | -3 | . | 7
COC(=O)c1ccc(CSc2nc3c(cnn3-c3ccccc3OC)c(=O)[nH]2)o1 | -1 | -7 | 0
COc1ccc(S(=O)(=O)N(CC(=O)Nc2ccccc2)c2ccc(C)cc2)cc1OC | -1 | 0 | 10
O=C1Nc2ccc(Br)cc2C12Nc1ccccc1CO2 (stereo not given) | -1 | . | 7
CC1(C)CC(NC2=NCCCCC2)CC(C)(C)N1 | -6 | . | 3
CCN(C)Cc1ccc(-c2nc(-c3cccnc3)cc(=O)[nH]2)cc1 | -4 | -18 | 3
Cc1cc(C)n(CCC(=O)N2CCCC(CCC(=O)N(C)CCc3ccccn3)C2)n1 (stereo not given) | -3 | . | 10

Bioassay records deposited in PubChem by Fisher Drug Discovery Resource Center.
